Compound activity: PubChem, National Center for Advancing Translational Sciences (NCATS)
RGS4 inhibitor: Inhibitors of Regulator of G Protein Signaling (RGS) 4: qHTS. Regulator of G-protein signaling 4 (Homo sapiens), P49798. Transcreener GDP fluorescence polarization, RGS4-accelerated GTP hydrolysis. Potency, µM (highest dose often 114 µM), without a hit: at the highest dose activity change, negative = inhibition, hits mostly inhibitors. 390,000 compounds, 0.039% hits. AID 504845, 2011; further: on the % scale 0 is the no-effect control and ±100 the full control effect; nearly all actives have a fitted effect of over 75% in size; some results filed as inactive show a strong effect at the top dose
Target sequence (P49798 whole entry, looked up): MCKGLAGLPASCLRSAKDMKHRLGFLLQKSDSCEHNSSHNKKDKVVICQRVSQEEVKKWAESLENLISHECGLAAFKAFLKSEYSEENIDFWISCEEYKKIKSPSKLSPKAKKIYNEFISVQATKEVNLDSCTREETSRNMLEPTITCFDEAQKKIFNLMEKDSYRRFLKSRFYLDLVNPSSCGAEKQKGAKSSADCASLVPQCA
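MLSMR compounds (23 nl, pin-transferred) preincubated 10 min at room temperature with a 500nM (2x) first reagent, then RGS4 at 900nM (2x) plus Transcreener GDP mix added; fluorescence polarization (620/688 nm) read before and after 90 min at 30 °C.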
mIDH1 inhibitor: qHTS for Inhibitors of mutant isocitrate dehydrogenase 1 (IDH1): qHTS; 390,000 compounds, 0.093% hits; IDH1-R132H enzyme, NADPH consumption, diaphorase/resazurin fluorescence; AID 602179, 2012; Potency, µM (highest dose often 76.6 µM), without a hit: top-dose activity change, negative = inhibition, usual class: inhibitors; Isocitrate dehydrogenase [NADP] cytoplasmic (Homo sapiens), O75874; further: on the % scale 0 is the no-effect control and ±100 the full control effect; nearly all actives have a fitted effect of over 65% in size
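IDH1-R132H (0.5 ug/mL dispensed) in pH 7.5 Tris buffer was preincubated 30 min with compound, then given a substrate mix of 0.016 mM NADPH and 2 mM alpha-KG for 80 min at room temperature; remaining NADPH was read by diaphorase/resazurin fluorescence.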
USP1-UAF1 inh: Inhibitors of USP1/UAF1: Primary Screen; 390,000 compounds, 0.23% hits; Potency, µM (doses to about 57.1 µM), without a hit: at the highest dose activity change, negative = inhibition, usual class: inhibitors; Ubiquitin carboxyl-terminal hydrolase 1 (Homo sapiens), O94782; AID 743255, 2014; recombinant USP1/UAF1, Ub-Rhodamine cleavage fluorescence; further: on the % scale 0 is the no-effect control and ±100 the full control effect; nearly all actives have a fitted effect of over 60% in size; inactives centre near -12
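Step one: compound is pinned into 1nM USP1/UAF1 in HEPES pH 7.8 buffer with TCEP. Step two: 15 min room-temperature incubation. Step three: Ub-Rho (150nM final) starts cleavage, tracked by fluorescence over six one-minute reads.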
Vif-APOBEC3G blk: qHTS for Inhibitors of Vif-A3G Interactions: qHTS; HeLa A3G-eYFP + Vif (tagged APOBEC3G with the HIV-1 protein that degrades it), YFP fluorescence, overnight; Potency, µM (highest dose often 46.1 µM), for the others: at the highest dose activity, negative = active, hits mostly inhibitors; DNA dC->dU-editing enzyme APOBEC-3G (Homo sapiens), Q9HC16; 410,000 compounds, 0.076% hits;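 further: on the % scale 0 is the no-effect control and ±100 the full control effect; nearly all actives have a fitted effect of over 60% in size; hits raise eYFP signal because A3G escapes Vif-driven loss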
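Read-out is eYFP fluorescence (Ex 488/Em 500-530) from Vif-expressing HeLa A3G-eYFP cells; more signal means A3G escaped Vif-mediated degradation. Cells plated overnight, compound pinned in, incubated overnight at 37 deg C.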
rTrxR1 inhibitor: qHTS Assay for Inhibitors of Mammalian Selenoprotein Thioredoxin Reductase 1 (TrxR1): qHTS. Thioredoxin reductase 1, cytoplasmic (Rattus norvegicus), O89049. recombinant rTrxR1, NADPH fluorescence consumption, selenite substrate. Potency, µM (series often up to 114 µM), without a hit: top-dose activity change, negative = inhibition, actives largely listed as inhibitors. 390,000 compounds, 1% hits; further: on the % scale 0 is the no-effect control and ±100 the full control effect; nearly all actives have a fitted effect of over 65% in size
Target sequence (O89049 whole entry, looked up): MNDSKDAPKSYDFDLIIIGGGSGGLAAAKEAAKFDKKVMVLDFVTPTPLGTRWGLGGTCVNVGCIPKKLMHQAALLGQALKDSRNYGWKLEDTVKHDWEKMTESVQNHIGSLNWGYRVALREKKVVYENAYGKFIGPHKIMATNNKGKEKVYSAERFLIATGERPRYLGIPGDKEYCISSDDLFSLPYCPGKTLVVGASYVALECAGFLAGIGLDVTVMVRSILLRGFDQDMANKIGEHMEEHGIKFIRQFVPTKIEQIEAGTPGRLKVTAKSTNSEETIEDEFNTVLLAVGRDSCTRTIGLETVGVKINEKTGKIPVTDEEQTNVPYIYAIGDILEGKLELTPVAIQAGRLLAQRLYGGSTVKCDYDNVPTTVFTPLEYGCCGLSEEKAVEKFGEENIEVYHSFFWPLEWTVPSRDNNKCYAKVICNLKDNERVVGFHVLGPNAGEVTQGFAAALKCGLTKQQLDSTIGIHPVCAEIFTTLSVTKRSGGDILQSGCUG
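Rat TrxR1 (90 nM in the dispensed reagent) was pre-reduced with 400 uM NADPH for 5 min at room temperature, then incubated with compound for 15 min. After 400 uM selenite was added, NADPH fluorescence (Ex 340/Em 450 nm) was followed for 8 min.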
Vif-A3F inh: qHTS for Inhibitors of Vif-A3F Interactions: qHTS. HeLa A3F-eYFP + Vif (tagged APOBEC3F with the HIV-1 protein that degrades it), YFP fluorescence increase. Potency, µM (doses to about 46.1 µM), inactives show top-dose activity, negative = active. 390,000 compounds, 0.2% hits; further: % of control where 0% means no effect; nearly all actives have a fitted effect of over 65% in size
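HeLa cells stably expressing A3F-eYFP plus Vif, plated and incubated overnight at 37 deg C, then exposed to compounds overnight at 37 deg C. Blocked degradation read as raised yellow fluorescence (Ex 488/Em 500-530).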
TrxR1 substrate: qHTS Assay for Substrates of Mammalian Selenoprotein Thioredoxin Reductase 1 (TrxR1): qHTS. Thioredoxin reductase 1, cytoplasmic (Rattus norvegicus), O89049. AID 588456, 2011. Potency, µM (top dose mostly 114 µM), for the others: top-dose activity change, negative = substrate turnover. 390,000 compounds, 0.01% hits. purified TrxR1 substrate turnover, NADPH consumption readout; further: on the % scale 0 is the no-effect control and ±100 the full control effect; nearly all actives have a fitted effect of over 50% in size
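Rat TrxR1, dispensed at 90 nM, was prereduced with 400 uM NADPH (final) for 5 min at ~22 deg C, then incubated with compound 15 min before 400 uM selenite. A first-read NADPH fluorescence drop versus no-compound background flagged substrates.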
RXFP1 ag: qHTS Assay for Agonists of the Relaxin Receptor RXFP1 | HEK293T-RXFP1 cAMP TR-FRET, 30 min; response scale: percent of porcine relaxin response, buffer zero | Potency, µM (series often up to 57.5 µM), for the others: top-dose activation, usual class: activators | 370,000 compounds, 0.3% hits; further: on the % scale 0 is the no-effect control and ±100 the full control effect; nearly all actives have a fitted effect of over 60% in size; many of its hits are not listed in these tables
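Agonist response is measured as cAMP accumulation in an RXFP1-transfected HEK293T line under PDE4 inhibition. Values are scaled between buffer-only and 29 nM porcine relaxin, and EC50s come from standard Hill equation fits.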
ALOX12 inh: Primary qHTS assay for inhibitors of human arachidonate 12S-lipoxygenase (ALOX12): Round 2 | Polyunsaturated fatty acid lipoxygenase ALOX12 (Homo sapiens), P18054 | purified 12hLO, xylenol orange hydroperoxide absorbance | Potency, µM (titrated, usually from 108 µM), for inactives: top-dose activity change, negative = inhibition, most hits filed as inhibitors | 580,000 compounds, 1.1% hits; further: on the % scale 0 is the no-effect control and ±100 the full control effect
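Purified human 12hLO at 150 nM in 25 mM Hepes, 0.01% Triton X-100, pH 7.0, preincubated 15 min at room temperature with compound. Reaction started with 40 uM arachidonic acid, 30 min at room temperature. Hydroperoxide measured by Fe-xylenol orange, 573/405 nm absorbance ratio.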
Active calls of the source: *; ? = inconclusive; / = not tested or not shown; [ ] = dose if it differs, or a comment. The call rests on the fitted dose curve; in most records, active means well fitted curve in the direction sought with a large enough effect; inconclusive means small, poorly fitted or top-dose-only effect, or another doubt; inactive means no such curve, though single readings can be large; an effect the other way counts as inactive or inconclusive. Potency means the concentration at half of the fitted maximal effect. An excerpt; count on the stated rates, not on these rows.

SMILES | RGS4 inhibitor | mIDH1 inhibitor | USP1-UAF1 inh | Vif-APOBEC3G blk | rTrxR1 inhibitor | Vif-A3F inh | TrxR1 substrate | RXFP1 ag | ALOX12 inh
O=C(CN1C(=O)NC2(CCCCC2)C1=O)N1CCN(S(=O)(=O)c2ccc(Cl)s2)CC1 | 20% | -15% | -7% | -1% | 13% | -3% | -3% | 0.5% | ?
Cc1cc(SCc2ccccc2)nc(=O)[nH]1 | 5% | 0% | -15% | -4% | -2% | 4% | -2% | 0.7% | 0%
CCOCCn1c(CN2CCN(c3ccc(OC)cc3)CC2)nc2c1c(=O)n(C)c(=O)n2C | -11% | -10% | -16% | 2% | 15% | 3% | 8% | / | 16%
O=C(Nc1ccccc1N1CCOCC1)C1(c2ccc(Cl)cc2)CCC1 | 3% | 10% | -31% | 5% | 16% | -21% | 2% | 4.5% | 4%
COC(=O)CP(=O)(c1ccccc1)c1ccccc1 | 15% | 4% | -2% | -2% | 3% | -5% | -4% | -1.5% | 438%[activator]
Cn1nccc1NS(=O)(=O)c1ccc(C(C)(C)C)cc1 | 9% | 1% | -26% | -2% | 26% | 7% | 4% | -1.2% | 17%
O=C(NNC(=O)C1CCN(S(=O)(=O)c2ccccc2C(F)(F)F)CC1)c1ccccc1O | -5% | 0% | -6% | -7% | -5% | 2% | 5% | 0.7% | -3%
COc1ccc(NC(=O)c2cc(C)on2)cc1 | -6% | -3% | -17% | -3% | 9% | 7% | 4% | 0.6% | 0%
CCOc1ccc(COC(=O)C2CC(=O)N(CCc3ccccc3)C2)cc1OC (stereo not given) | 15% | -2% | -19% | -2% | 10% | 5% | -5% | -1.5% | 15%
CCOC(=O)C1CCCN(c2c(NCCCN(CC)c3cccc(C)c3)c(=O)c2=O)C1 (stereo not given) | -2%[11.4 µM] | 3% | -9% | 0% | 10%[57.1 µM] | 0% | 4%[57.1 µM] | -1.5% | 0%
COC(=O)c1cc(S(=O)(=O)N2c3ccccc3CC2C)c[nH]1 (stereo not given) | -58%[56.9 µM] | 2% | -5% | -14% | 5%[57.1 µM] | 0% | 1%[57.1 µM] | 1.7% | -1%
COc1ccc(OC)c(-c2cc(C(=O)O)c3cc4ccccc4cc3n2)c1 | / | -3% | -1% | -7% | / | 1% | / | / | -23%
COc1ccccc1N1CCN(C(=O)Cc2c(C(=O)O)[nH]c3ccc(Cl)cc23)CC1 | -9% | 3% | -18% | 12% | 6% | 0% | 1% | 0.1% | -8%
CCn1c(SCC(=O)Nc2cccc(NC(=O)c3cccs3)c2)nnc1-c1ccncc1 | 4% | 10% | -14% | -2% | 11%[57.1 µM] | -5% | 24% | 1.5% | /
CCOc1cc(C2Nc3ccccc3C(=O)N2c2ccccc2)ccc1O (stereo not given) | 11% | 3% | -6% | -3% | 9%[57.1 µM] | 10% | 29%[57.1 µM] | 1.9% | 7%
CC1CCN(C(=O)CSc2nc3ccccc3[nH]2)CC1 | 7% | 0% | 5% | 0% | 15% | -4% | 4% | 0.4% | -13%
COc1ccc(OC)c(N(CC(=O)N2CCOCC2)S(C)(=O)=O)c1 | 3% | -1% | -5% | 1% | 14%[11.4 µM] | -2% | -5%[11.4 µM] | 0.9% | 59%[activator]
CCN(CC)C(=O)C1CCN(Cc2cccc(OCc3ccccc3)c2)CC1 | 3% | 4% | 1% | 2% | 13% | 1% | 1% | 0.1% | ?
COc1ccc2oc(C(=O)N(C)Cc3ccc(OC(F)F)cc3)c(C)c2c1 | 16% | 8% | -4% | 0% | -5% | 3% | -8% | 0.2% | -7%
CCCCNC(=O)CC1C(=O)N(Cc2ccccc2)C(C)c2nc3ccccc3n21 (stereo not given) | 9% | 8% | -6% | 2% | 17% | 0% | 10% | 0.0% | 9%

Filtered by structure, those above containing a halogen.
SMILES | RGS4 inhibitor | mIDH1 inhibitor | USP1-UAF1 inh | Vif-APOBEC3G blk | rTrxR1 inhibitor | Vif-A3F inh | TrxR1 substrate | RXFP1 ag | ALOX12 inh
O=C(CN1C(=O)NC2(CCCCC2)C1=O)N1CCN(S(=O)(=O)c2ccc(Cl)s2)CC1 | 20% | -15% | -7% | -1% | 13% | -3% | -3% | 0.5% | ?
O=C(Nc1ccccc1N1CCOCC1)C1(c2ccc(Cl)cc2)CCC1 | 3% | 10% | -31% | 5% | 16% | -21% | 2% | 4.5% | 4%
O=C(NNC(=O)C1CCN(S(=O)(=O)c2ccccc2C(F)(F)F)CC1)c1ccccc1O | -5% | 0% | -6% | -7% | -5% | 2% | 5% | 0.7% | -3%
COc1ccccc1N1CCN(C(=O)Cc2c(C(=O)O)[nH]c3ccc(Cl)cc23)CC1 | -9% | 3% | -18% | 12% | 6% | 0% | 1% | 0.1% | -8%
COc1ccc2oc(C(=O)N(C)Cc3ccc(OC(F)F)cc3)c(C)c2c1 | 16% | 8% | -4% | 0% | -5% | 3% | -8% | 0.2% | -7%

(listing goes on)
SMILES | RGS4 inhibitor | mIDH1 inhibitor | USP1-UAF1 inh | Vif-APOBEC3G blk | rTrxR1 inhibitor | Vif-A3F inh | TrxR1 substrate | RXFP1 ag | ALOX12 inh
CC(C)(C)NC(=O)Cc1ccc(Cl)c(Cl)c1 | 18% | 2% | -11% | -1% | 14% | 16% | 0% | -0.7% | -2%
Cc1ccc(S(=O)(=O)N2CCN(c3ccccc3)CC2)cc1 | 1% | 10% | -18% | -1% | 10%[57.1 µM] | 13% | 6%[57.1 µM] | -0.1% | 0%
Cc1nn(C)cc1CNC(=O)c1ccc(F)cc1 | -16% | 1% | -16% | 1% | 0% | -9% | -5% | 0.3% | -9%
N#C/C(=C\c1ccc2c(c1)OCCO2)C(=O)NC1CCCCC1 | 5% | 7% | -2% | 2% | 9%[57.1 µM] | 12% | 14% | -0.5% | 5%
COc1ccc(C(=O)C2CCCN(Cc3cccn3-c3ccc(Cl)cn3)C2)c(OC)c1 (stereo not given) | -3% | 2% | -17% | 3% | 12%[57.1 µM] | 7% | 7%[57.1 µM] | -1.0% | -18%
N#Cc1ccc(S(=O)(=O)N2CCC(N3CCCCC3)CC2)cc1 | 3% | 0% | -15% | -1% | 5% | 2% | -5% | -2.8% | -22%
O=C(NC12CC3CC(CC(C3)C1)C2)N1CCC(O)CC1 | 0% | 1% | -8% | -1% | 10%[57.1 µM] | 3% | -9% | 0.1% | 0%
CCSc1ccccc1C(=O)N1CCN(c2ccccc2F)CC1 | -16% | 0% | -20% | 3% | 17% | 1% | 4% | -0.5% | 8%
COc1ccc(Cl)cc1NC(=O)c1cc(-c2ccc(C)cc2O)n[nH]1 | -2% | 2% | -18% | 8% | 17% | 4% | 2% | 7.6% | 0%
O=C(Nc1cccc(Cl)c1)NC1CCN(C2CCCCC2)C1 (stereo not given) | -9% | 13% | -18% | 0% | 21% | 7% | 0% | -2.7% | ?
Cc1cc(Br)ccc1NC(=O)CN(C)C(=O)COc1cccc2c1OC(C)(C)C2 | -24% | 4% | -6% | -5% | 5% | 2% | 4% | 0.0% | 3%
Cc1ccc(N=C2C(=O)Nc3ccc(Br)cc32)cc1 | -32% | -1% | ? | -11% | 18% | 7% | -6%[57.1 µM] | -0.4% | -1%
COc1ccc(Cc2nnc(SCc3ccc([N+](=O)[O-])cc3)o2)cc1 | -29% | 0% | -18% | 4% | 11%[57.1 µM] | 7% | 5%[57.1 µM] | 0.1% | 4%
CC1=C(C(=O)OCCC(C)C)C(c2ccc3c(c2)OCO3)NC(=O)N1 (stereo not given) | 7% | 7% | -21% | 2% | 1% | 6% | -7% | 0.9% | -3%
CCOC(=O)/C(=N\Nc1ccccc1[N+](=O)[O-])c1csc(Nc2ccccc2)n1 | 4% | -3% | -8% | 2% | 2% | 0% | -5% | -3.8% | -16%
O=C(Oc1ccc(/C=N/n2cnnc2)cc1)c1cccc([N+](=O)[O-])c1 | 3% | 15% | -16% | 2% | 25%[57.1 µM] | 9% | 8%[57.1 µM] | 1.3% | -2%
CC(=O)c1ccc2c(c1)C1C=CCC1C(c1ccncc1)N2 (stereo not given) | -27% | -8% | ? | 1% | ? | -11% | -9% | 1.8% | ?
